SUMO1-SIM PPI: modulators of human SUMO1-mediated protein-protein interactions; SUMO1 binding to a labelled peptide, TR-FRET, 1 h; actives 0.33% (n = 360,000); inhibition, % at 20 µM; P63165; in the data active means inhibition above about 37%
Target sequence (P63165 whole entry, looked up): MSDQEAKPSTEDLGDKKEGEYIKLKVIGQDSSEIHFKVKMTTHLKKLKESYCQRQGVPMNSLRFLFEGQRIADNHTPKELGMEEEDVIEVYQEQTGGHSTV
MT1-MMP act inh: MT1-MMP (human) activation inhibition | P50281 | HT1080 RFP-PRO-GFP cells, GFP/RFP ratio fluorescence, overnight; percent of plate control window, DMSO zero | GFP/RFP ratio change, % at 20 µM | actives 0.061% (n = 360,000) | AID 651647;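 active means GFP/RFP ratio change of at least 30% with cell ATP level not reduced by more than half and red fluorescence within 50% of control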; further: strong numbers were not always called active
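Assay system – RFP-PRO-GFP reporter HT1080 cells · Compound dosing – single dose of 20 µM compound, 1% DMSO final · Incubation – overnight compound exposure at 37 °C · Measure – GFP/RFP fluorescence ratio · Benchmarks – DMSO wells and RFP-L50D-GFP cells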
Rpn11 inh: blocks the human proteasome subunit Rpn11 | O00487 | human 26S proteasome, Ub4-pepOG fluorescence polarization; 20S core pre-blocked with epoxomicin | calls only at 20 µM | actives 0.59% (n = 360,000);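 active means inhibition at 20 µM, scaled to each plate's controls, above about 33%, limit read from the data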
Scp1 inh: Scp-1 (human) phosphatase inhibition | Recombinant Scp1, phosphopeptide, malachite green phosphate absorbance | inhibition, % at 20 µM | actives 0.88% (n = 340,000) | AID 493091;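 active means inhibition above about 50% at 20 µM, limit read from the data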;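 further: plate controls were DMSO wells with enzyme for no effect and wells lacking enzyme for full effect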
Target sequence (Q9GZU7 76-261 limits assumed): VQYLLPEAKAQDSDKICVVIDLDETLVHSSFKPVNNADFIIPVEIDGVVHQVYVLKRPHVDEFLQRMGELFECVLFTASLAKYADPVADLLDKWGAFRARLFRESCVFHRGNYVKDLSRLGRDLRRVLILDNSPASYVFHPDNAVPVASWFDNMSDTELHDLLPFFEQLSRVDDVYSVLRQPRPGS
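Times: enzyme reaction 45 min at room temperature, colour 5 min, stabilisation 30 min. Material: SCP-1 catalytic fragment, aa 76-261. Medium: Acidic Tris acetate buffer with magnesium and detergent. Signal: colorimetric free-phosphate detection, absorbance 630 nm. Read-out basis: % inhibition of SCP-1 phosphate liberation. Reagent: Phosphorylated 17-residue peptide substrate.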
STEP block: inhibitors of human striatal-enriched phosphatase STEP | actives 0.25% (n = 360,000) | recombinant STEP, OMFP fluorogenic substrate, fluorescence | P54829 | AID 588621 | inhibition, % at 20 µM;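 active means inhibition at 20 µM, scaled per plate between control wells, above about 37%, limit read from the data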;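 further: 0% = DMSO with enzyme and substrate and 100% = substrate only without enzyme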
Target sequence (P54829 whole entry, looked up): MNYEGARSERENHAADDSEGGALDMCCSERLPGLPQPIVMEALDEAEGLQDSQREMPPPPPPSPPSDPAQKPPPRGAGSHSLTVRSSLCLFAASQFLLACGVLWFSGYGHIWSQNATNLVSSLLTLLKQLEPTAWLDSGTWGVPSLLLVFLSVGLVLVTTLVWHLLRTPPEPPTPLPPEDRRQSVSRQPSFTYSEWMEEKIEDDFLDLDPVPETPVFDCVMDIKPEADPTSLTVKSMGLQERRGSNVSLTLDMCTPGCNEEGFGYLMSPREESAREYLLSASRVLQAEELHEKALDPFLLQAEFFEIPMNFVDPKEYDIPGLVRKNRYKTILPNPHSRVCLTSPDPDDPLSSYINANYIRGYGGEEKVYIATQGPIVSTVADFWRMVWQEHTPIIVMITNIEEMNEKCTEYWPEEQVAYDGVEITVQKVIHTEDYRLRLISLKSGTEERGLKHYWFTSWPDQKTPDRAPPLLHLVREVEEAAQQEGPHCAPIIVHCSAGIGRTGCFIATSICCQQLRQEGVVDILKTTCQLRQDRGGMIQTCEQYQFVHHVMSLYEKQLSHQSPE
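medium = Bis-Tris buffer pH 6.0, 2.5 mM DTT, 0.005% Tween 20 | test system = STEP (striatal-enriched tyrosine phosphatase) enzyme, cell-free | measure = normalized % inhibition | compound dosing = 20 µM, 1% DMSO | also added = 25 µM OMFP | schedule = reaction 20 min, ambient temperature | measured by = fluorescence read at 480 nm ex / 540 nm em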
NRP1-CendR mod: modulators of CendR peptide binding to human neuropilin-1; O14786; inhibition, % at 25 µM; actives 0.85% (n = 360,000); FAM-RPARPAR peptide binding to NRP-1, fluorescence polarization;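 active means inhibition or corrected inhibition above about 18%, plus a signal ratio from 0.5 to 1.5, limit read from the data, passing the limit was not always enough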; further: strong numbers were not always called active
LMPTP block: LMPTP (human) inhibition. recombinant LMPTP-A, OMFP fluorogenic substrate, fluorescence intensity. inhibition, % at 20 µM. actives 0.22% (n = 360,000). P24666;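 active means compounds that cut the enzyme signal by at least half of the control window in the single-dose screen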;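 further: plate controls were DMSO wells with enzyme plus substrate for no effect and substrate without enzyme for full effect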
Target sequence (P24666 whole entry, looked up): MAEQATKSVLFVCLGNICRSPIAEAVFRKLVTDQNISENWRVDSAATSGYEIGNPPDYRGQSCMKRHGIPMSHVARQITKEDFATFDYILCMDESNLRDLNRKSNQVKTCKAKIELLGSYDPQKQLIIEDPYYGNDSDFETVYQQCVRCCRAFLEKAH
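Assay system: LMPTP-A phosphatase enzyme | Input: 0.625 nM enzyme | Also added: Fluorogenic phosphatase substrate OMFP at 400 µM final | Compound dosing: One test concentration per compound, 20 µM, with 3% DMSO overall | Schedule: 50 min enzyme reaction at room temperature, protected from light | Signal: Fluorescence intensity | Benchmarks: no-enzyme and uninhibited controls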
NadD inh: NadD (S. aureus) enzyme inhibition. purified NadD enzyme, colorimetric absorbance read-out. inhibition, % at 20 µM. actives 0.78% (n = 360,000); in the data active means inhibition above about 26%; further: some compounds past the cut are filed as inactive
DNMT1 inh: inhibitors of human DNMT1; P26358; DNMT1 molecular beacon, Hinp1I cleavage, fluorescence; inhibition (reported as % activation of signal), % at 10 µM; actives 0.83% (n = 360,000); in the data active means inhibition above about 50%
SKN-1 inh: inhibitors of C. elegans SKN-1 | actives 0.49% (n = 360,000) | C. elegans VP596 Pgst-4::GFP/RFP ratio, acrylamide-induced, 24 h | inhibition, % at 21.8 µM;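 active means interference check ratio from 0.5 to 1.5 plus GFP to RFP signal ratio inhibition reaching or exceeding a fixed threshold, cut at about 30% in these data, passing the limit was not always enough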; further: some compounds called inactive have numbers as strong as hits
* hit, by the source's call.

Results for O=Cc1ccc(-c2nc3ccccc3s2)o1 ?
SUMO1-SIM PPI: -20.2; MT1-MMP act inh: -2.2; Rpn11 inh: inactive; Scp1 inh: -0.8; STEP block: -0.4; NRP1-CendR mod: -10.7; LMPTP block: -0.1; NadD inh: 8.5; DNMT1 inh: 0.1; SKN-1 inh: -2.6

Results for CC1=C(C)CC(C(=O)NC2CCCC2)C(C(=O)O)C1 (stereo not drawn) ?
SUMO1-SIM PPI: -2.9; MT1-MMP act inh: -1.1; Rpn11 inh: inactive; Scp1 inh: -4.7; STEP block: -0.7; NRP1-CendR mod: -6.6; LMPTP block: -0.9; NadD inh: -7.1; DNMT1 inh: 0.5; SKN-1 inh: 2.4

How did COc1ccccc1N1CCN(C(=O)c2cc(-c3ccco3)on2)CC1 do in these assays?
SUMO1-SIM PPI: 0.0; MT1-MMP act inh: -1.7; Rpn11 inh: inactive; Scp1 inh: 6.1; STEP block: -0.8; NRP1-CendR mod: 10.5; LMPTP block: 0.1; NadD inh: 1.6; DNMT1 inh: -1.1; SKN-1 inh: -8.8

Results for O=C(Nc1ccc(F)c([N+](=O)[O-])c1)C1CC(=O)N(Cc2ccccc2)C1 (stereo not drawn) ?
SUMO1-SIM PPI: -15.6; MT1-MMP act inh: -0.2; Rpn11 inh: inactive; Scp1 inh: 0.6; STEP block: -2.5; NRP1-CendR mod: -2.2; LMPTP block: -0.2; NadD inh: -7.0; DNMT1 inh: -0.2; SKN-1 inh: 10.7

How did Cc1cccc2cc(CN(Cc3cccs3)C(=S)NCC3CCCO3)c(=O)[nH]c12 (stereo not drawn) do in these assays?
SUMO1-SIM PPI: 2.1; MT1-MMP act inh: -3.2; Rpn11 inh: inactive; Scp1 inh: 0.9; STEP block: -2.7; NRP1-CendR mod: -5.4; LMPTP block: 0.0; NadD inh: -6.3; DNMT1 inh: -2.5; SKN-1 inh: -4.5

How did COC(=O)[C@H](CCSC)NC(=O)NC1CC1 do in these assays?
SUMO1-SIM PPI: 16.4; MT1-MMP act inh: 0.1; Rpn11 inh: inactive; Scp1 inh: -5.0; STEP block: -1.9; NRP1-CendR mod: -4.5; LMPTP block: 13.3; NadD inh: -4.0; DNMT1 inh: 2.6; SKN-1 inh: -19.4

How did CSc1ncccc1-c1nc2ccccc2[nH]1 do in these assays?
SUMO1-SIM PPI: 4.8; MT1-MMP act inh: -1.1; Rpn11 inh: inactive; Scp1 inh: -1.9; STEP block: 2.7; NRP1-CendR mod: 9.8; LMPTP block: -1.0; NadD inh: -2.2; DNMT1 inh: 6.2; SKN-1 inh: -11.4

What do the screens show for `Cc1noc(C)c1NC(=O)Nc1ccc2c(c1)C(=O)N([C@H](C)CO)C[C@H](C)[C@H](CN(C)C(=O)NC1CCCCC1)OCCCC[C@@H](C)O2`?
SUMO1-SIM PPI: 4.0; MT1-MMP act inh: -1.5; Rpn11 inh: inactive; STEP block: -1.3; NRP1-CendR mod: -10.5; LMPTP block: -0.4; NadD inh: 8.8; DNMT1 inh: 6.2; SKN-1 inh: -5.2

How did COC(=O)C1=NN(c2cccc(C)c2)C2C(=O)N(c3ccccc3OC)C(=O)C12 (stereo not drawn) do in these assays?
SUMO1-SIM PPI: -6.0; MT1-MMP act inh: 0.7; Rpn11 inh: inactive; Scp1 inh: -10.1; STEP block: -3.1; NRP1-CendR mod: -12.3; LMPTP block: -1.7; NadD inh: -3.6; DNMT1 inh: 1.6; SKN-1 inh: -7.5

Results for Nc1ncnc(Nc2ccccn2)c1[N+](=O)[O-] ?
SUMO1-SIM PPI: -20.9; MT1-MMP act inh: -7.0; Rpn11 inh: inactive; Scp1 inh: -1.4; STEP block: -0.6; NRP1-CendR mod: -3.7; LMPTP block: -0.2; NadD inh: -4.6; DNMT1 inh: 2.3; SKN-1 inh: -16.5

Results for Cc1cccc(CNC(=O)Nc2nnc([C@H]3C[C@H](O)[C@@H](CO)O3)s2)c1 ?
SUMO1-SIM PPI: -0.6; MT1-MMP act inh: -1.3; Rpn11 inh: inactive; STEP block: 0.4; NRP1-CendR mod: -8.3; LMPTP block: -0.3; NadD inh: -4.9; DNMT1 inh: 2.5; SKN-1 inh: -7.0

What do the screens show for `O=[N+]([O-])c1cc([N+](=O)[O-])c(Oc2cc(F)cc(F)c2)cc1NN1CCCCC1`?
SUMO1-SIM PPI: 1.1; MT1-MMP act inh: -0.8; Rpn11 inh: inactive; Scp1 inh: -11.2; STEP block: -1.2; NRP1-CendR mod: -2.3; LMPTP block: -1.0; NadD inh: -1.7; DNMT1 inh: 8.7; SKN-1 inh: 15.1

Results for O=C(Oc1cccnc1)c1cc(S(=O)(=O)N2CCCCC2)ccc1Cl ?
SUMO1-SIM PPI: 4.5; MT1-MMP act inh: 6.8; Rpn11 inh: inactive; Scp1 inh: 2.5; STEP block: 4.3; NRP1-CendR mod: 7.6; LMPTP block: -0.7; NadD inh: -3.3; DNMT1 inh: -0.4; SKN-1 inh: 7.1

Results for CCN(CC)S(=O)(=O)N1CCC(C(=O)NCCC2=CCCCC2)CC1 ?
SUMO1-SIM PPI: 1.7; MT1-MMP act inh: -0.2; Rpn11 inh: inactive; Scp1 inh: -11.8; STEP block: 2.0; NRP1-CendR mod: 27.1*; LMPTP block: -1.0; NadD inh: -0.2; DNMT1 inh: -0.3; SKN-1 inh: -3.4

How did COc1ccc(CN2CCN(C(=O)c3cccnc3)CC2)cc1Br do in these assays?
SUMO1-SIM PPI: -2.6; MT1-MMP act inh: -1.0; Rpn11 inh: inactive; Scp1 inh: -4.0; STEP block: -0.3; NRP1-CendR mod: 3.2; LMPTP block: -1.4; NadD inh: -3.3; DNMT1 inh: 2.2; SKN-1 inh: 4.9

How did O=C(c1ccc(-c2cccc(C(F)(F)F)c2)o1)N1CCN(c2ccccc2)CC1 do in these assays?
SUMO1-SIM PPI: 2.5; MT1-MMP act inh: 3.3; Rpn11 inh: inactive; Scp1 inh: -1.2; STEP block: 0.3; NRP1-CendR mod: 8.9; LMPTP block: 3.0; NadD inh: 1.9; DNMT1 inh: 1.0; SKN-1 inh: -5.9

Results for Cc1ccc(C(C(=O)NC2CCCCC2)N(CCC(C)C)C(=O)CNC(=O)c2ccco2)o1 (stereo not drawn) ?
SUMO1-SIM PPI: -3.3; MT1-MMP act inh: 6.0; Rpn11 inh: inactive; Scp1 inh: -4.7; STEP block: 1.1; NRP1-CendR mod: -9.5; LMPTP block: 0.5; NadD inh: -1.1; DNMT1 inh: 0.4; SKN-1 inh: 24.2

Results for Cc1cc(NC(=O)CN2CCCC(C)C2)no1 (stereo not drawn) ?
SUMO1-SIM PPI: -2.3; MT1-MMP act inh: 1.1; Rpn11 inh: inactive; Scp1 inh: -8.0; STEP block: 0.2; NRP1-CendR mod: 3.0; LMPTP block: -1.4; NadD inh: 4.6; DNMT1 inh: 1.8; SKN-1 inh: 2.5

What do the screens show for `C[C@H]1CCCCO[C@@H](CN(C)S(=O)(=O)c2ccc(F)cc2)[C@@H](C)CN([C@@H](C)CO)C(=O)c2cc(NC(=O)Nc3ccc4c(c3)OCO4)ccc2O1`?
SUMO1-SIM PPI: 8.7; MT1-MMP act inh: 3.2; Rpn11 inh: inactive; STEP block: -0.7; NRP1-CendR mod: 5.0; LMPTP block: 0.7; NadD inh: 8.4; DNMT1 inh: -12.3; SKN-1 inh: -16.6

Results for Cn1c(=O)c2c(nc(SCCN3CCOCC3)n2Cc2ccc(Cl)cc2)n(C)c1=O ?
SUMO1-SIM PPI: -0.3; MT1-MMP act inh: -1.6; Rpn11 inh: inactive; Scp1 inh: -11.9; STEP block: -1.3; NRP1-CendR mod: 12.6; LMPTP block: -0.3; NadD inh: 3.2; DNMT1 inh: 1.6; SKN-1 inh: 6.2

Entries above that have an aryl thioether with sulfur outside any ring:
How did CSc1ncccc1-c1nc2ccccc2[nH]1 do in these assays?
SUMO1-SIM PPI: 4.8; MT1-MMP act inh: -1.1; Rpn11 inh: inactive; Scp1 inh: -1.9; STEP block: 2.7; NRP1-CendR mod: 9.8; LMPTP block: -1.0; NadD inh: -2.2; DNMT1 inh: 6.2; SKN-1 inh: -11.4

Results for Cn1c(=O)c2c(nc(SCCN3CCOCC3)n2Cc2ccc(Cl)cc2)n(C)c1=O ?
SUMO1-SIM PPI: -0.3; MT1-MMP act inh: -1.6; Rpn11 inh: inactive; Scp1 inh: -11.9; STEP block: -1.3; NRP1-CendR mod: 12.6; LMPTP block: -0.3; NadD inh: 3.2; DNMT1 inh: 1.6; SKN-1 inh: 6.2

Additional structures:
Results for CN(C)S(=O)(=O)N1CCC(Oc2ccc(C(=O)N3CCCCCCC3)cc2)CC1 ?
SUMO1-SIM PPI: -7.8; MT1-MMP act inh: 4.0; Rpn11 inh: inactive; Scp1 inh: -3.6; STEP block: -3.8; NRP1-CendR mod: 8.8; LMPTP block: -0.3; NadD inh: 4.4; DNMT1 inh: 0.4; SKN-1 inh: 1.4

How did COc1cc(-c2ccc(N3C(c4ccsc4)=Cc4ccccc4C3CC(C)=O)cc2)cc(OC)c1OC (stereo not drawn) do in these assays?
SUMO1-SIM PPI: -2.4; MT1-MMP act inh: 6.3; NRP1-CendR mod: 5.3; LMPTP block: 2.8; NadD inh: 19.6; SKN-1 inh: -8.4

Results for Cc1ccc(S(=O)(=O)N2CCOCC2)cc1C(=O)NC(=S)N(Cc1ccccc1)C(C)C ?
SUMO1-SIM PPI: 0.9; MT1-MMP act inh: 12.3; Rpn11 inh: inactive; Scp1 inh: -11.7; STEP block: 0.2; NRP1-CendR mod: 6.6; LMPTP block: -0.2; NadD inh: -1.2; DNMT1 inh: -0.8; SKN-1 inh: 2.0

Results for Cc1c(Cl)cccc1N1CC(C)(C)C1=O ?
SUMO1-SIM PPI: -0.3; MT1-MMP act inh: -3.4; Rpn11 inh: inactive; Scp1 inh: -0.3; STEP block: -0.3; NRP1-CendR mod: -0.3; LMPTP block: -0.8; NadD inh: -14.2; DNMT1 inh: 0.1; SKN-1 inh: -3.7

What do the screens show for `COc1cc(NC(=S)Nc2ccc(OC(F)F)cc2)cc(OC)c1`?
SUMO1-SIM PPI: -5.9; MT1-MMP act inh: 0.5; Rpn11 inh: inactive; Scp1 inh: -4.1; STEP block: 0.6; NRP1-CendR mod: -6.7; LMPTP block: -2.0; NadD inh: -4.1; DNMT1 inh: -0.8; SKN-1 inh: -0.1

What do the screens show for `Cn1nc(CC(=O)NCCN2C(=O)CSC2=O)c2ccccc2c1=O`?
SUMO1-SIM PPI: -0.6; MT1-MMP act inh: 3.1; Rpn11 inh: inactive; Scp1 inh: -10.8; STEP block: -1.3; NRP1-CendR mod: 5.1; LMPTP block: 0.2; NadD inh: 5.2; DNMT1 inh: 0.3; SKN-1 inh: -8.9
